Cav3 T inh = Cav3.2 calcium influx blockers – cell-based, Fluo-4 calcium fluorescence, FDSS, MLSMR library, primary screen; B-score at 10 µM; AID 449739, 2010; Cav3.2-expressing cells; active compounds read low; 100,000 compounds, 4% hits; Voltage-dependent T-type calcium channel subunit alpha-1H (Homo sapiens), O95180;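 active = single-dose well whose peak fluorescence ratio is a statistical outlier from its plate by either plate-standardised score or position-corrected B-score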
Target sequence (O95180 whole entry, looked up): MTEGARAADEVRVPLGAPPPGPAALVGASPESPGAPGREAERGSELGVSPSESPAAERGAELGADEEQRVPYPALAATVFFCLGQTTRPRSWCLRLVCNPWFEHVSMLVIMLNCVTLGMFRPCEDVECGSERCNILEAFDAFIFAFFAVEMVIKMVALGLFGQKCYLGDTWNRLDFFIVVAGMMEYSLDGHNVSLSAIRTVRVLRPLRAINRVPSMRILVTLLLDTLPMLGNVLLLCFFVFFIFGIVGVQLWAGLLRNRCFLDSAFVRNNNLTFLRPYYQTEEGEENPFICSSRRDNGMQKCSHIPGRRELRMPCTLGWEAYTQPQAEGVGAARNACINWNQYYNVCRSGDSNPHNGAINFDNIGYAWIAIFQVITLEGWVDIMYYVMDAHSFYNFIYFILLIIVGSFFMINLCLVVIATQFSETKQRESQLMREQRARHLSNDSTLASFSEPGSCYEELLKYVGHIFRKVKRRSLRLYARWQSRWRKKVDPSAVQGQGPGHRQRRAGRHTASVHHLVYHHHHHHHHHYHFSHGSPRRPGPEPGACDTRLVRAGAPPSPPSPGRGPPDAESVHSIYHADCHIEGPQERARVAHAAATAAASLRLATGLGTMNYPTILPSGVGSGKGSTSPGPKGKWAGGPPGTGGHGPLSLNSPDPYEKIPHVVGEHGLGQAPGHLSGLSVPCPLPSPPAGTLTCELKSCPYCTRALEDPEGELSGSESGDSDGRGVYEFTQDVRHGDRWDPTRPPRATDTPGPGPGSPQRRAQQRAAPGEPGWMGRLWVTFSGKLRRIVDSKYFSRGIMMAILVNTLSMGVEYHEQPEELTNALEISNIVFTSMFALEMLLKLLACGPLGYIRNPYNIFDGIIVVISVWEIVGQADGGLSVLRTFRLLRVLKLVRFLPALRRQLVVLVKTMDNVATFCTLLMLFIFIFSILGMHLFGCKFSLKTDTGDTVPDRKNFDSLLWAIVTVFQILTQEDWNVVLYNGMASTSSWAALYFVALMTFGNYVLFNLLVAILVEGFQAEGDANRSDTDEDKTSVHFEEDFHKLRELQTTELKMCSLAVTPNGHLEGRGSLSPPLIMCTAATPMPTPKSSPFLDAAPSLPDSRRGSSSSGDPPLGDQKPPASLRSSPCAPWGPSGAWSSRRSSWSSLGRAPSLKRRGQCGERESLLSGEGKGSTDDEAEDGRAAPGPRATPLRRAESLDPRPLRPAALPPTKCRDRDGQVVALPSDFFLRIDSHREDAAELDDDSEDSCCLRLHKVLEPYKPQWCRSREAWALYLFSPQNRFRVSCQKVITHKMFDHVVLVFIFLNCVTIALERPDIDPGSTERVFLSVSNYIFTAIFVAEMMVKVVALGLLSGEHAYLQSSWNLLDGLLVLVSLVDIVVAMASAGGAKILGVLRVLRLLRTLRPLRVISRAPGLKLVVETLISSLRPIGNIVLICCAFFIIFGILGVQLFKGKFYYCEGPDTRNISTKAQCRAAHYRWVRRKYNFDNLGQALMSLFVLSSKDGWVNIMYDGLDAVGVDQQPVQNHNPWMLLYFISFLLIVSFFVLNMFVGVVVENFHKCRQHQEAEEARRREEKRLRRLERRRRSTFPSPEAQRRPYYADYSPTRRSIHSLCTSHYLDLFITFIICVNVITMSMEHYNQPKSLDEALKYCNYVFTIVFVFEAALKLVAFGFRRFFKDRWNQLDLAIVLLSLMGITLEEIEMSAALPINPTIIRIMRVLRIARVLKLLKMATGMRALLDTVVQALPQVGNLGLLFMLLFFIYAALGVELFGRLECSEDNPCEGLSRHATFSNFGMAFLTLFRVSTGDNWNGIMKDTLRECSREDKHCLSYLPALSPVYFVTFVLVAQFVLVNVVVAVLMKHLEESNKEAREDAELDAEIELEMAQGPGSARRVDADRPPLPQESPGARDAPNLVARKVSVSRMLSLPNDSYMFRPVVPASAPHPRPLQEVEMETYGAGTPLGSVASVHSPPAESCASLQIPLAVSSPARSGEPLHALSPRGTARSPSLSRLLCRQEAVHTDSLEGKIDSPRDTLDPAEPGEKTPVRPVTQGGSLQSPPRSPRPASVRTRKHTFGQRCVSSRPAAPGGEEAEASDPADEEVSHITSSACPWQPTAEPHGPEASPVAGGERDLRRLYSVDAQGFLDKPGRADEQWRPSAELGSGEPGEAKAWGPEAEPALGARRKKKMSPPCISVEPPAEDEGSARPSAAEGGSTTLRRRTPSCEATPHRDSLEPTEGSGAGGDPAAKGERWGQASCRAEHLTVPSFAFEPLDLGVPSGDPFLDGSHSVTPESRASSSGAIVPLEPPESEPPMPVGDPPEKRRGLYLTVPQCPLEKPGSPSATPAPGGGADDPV
Active calls of the source: *. An excerpt; rates above refer to the full screens.

SMILES	Cav3 T inh
CCCC(=O)c1cc(F)c(N2CCN(CCC#N)CC2)cc1C	-0.139
CC1(c2ccc(Cl)c(Cl)c2)NC(=S)N2C1NC(=S)N2c1ccccc1 (stereo not given)	-5.42*
CCNc1nc(NCC)nc(OCCOC(C)=O)n1	-0.213
CC(C)(C)Cc1nnc(NC(=O)c2cc(-c3ccccc3)nc3ccccc23)s1	-0.911
O=C(Cc1cccs1)N1CCC(c2nc3c(nnn3Cc3ccc(F)cc3)c(=O)[nH]2)CC1	0.303
CCS(=O)(=O)Nc1cccc(C2=NN(S(=O)(=O)c3ccccc3)C(c3cccs3)C2)c1 (stereo not given)	-3.39
COc1ccc(CCn2c(=N)c(C(=O)N3CCN(C)CC3)cc3c(=O)n4ccccc4nc32)cc1	-0.828
C=CCNC(=S)NNC(=O)c1ccc2c(c1)OCO2	0.703
CCOC(=O)c1cnc(-c2cccc(OC)c2)[nH]c1=O	0.284
CCOC(=O)CCn1nc(-c2ccccc2)cc1N	1.69
Cn1c(=O)c2c(nc(Oc3ccc4ccccc4c3)n2C)n(C)c1=O	-0.407
OCCCc1nc2n(n1)C(c1ccccc1)C=C(c1ccc(F)cc1)N2 (stereo not given)	0.0109
COc1ccc(OC)c(C2=Nn3c(nnc3-c3cccc(OC(C)C)c3)SC2)c1	-0.54
CC(=O)C1=C(C)NC(SCC(N)=O)=C(C#N)C1C (stereo not given)	-0.638
Cc1ccc(C)c(NC(=S)NNC(=O)c2sccc2C)c1	-0.205
CC(=O)c1c(O)c(C)c(-c2ccccc2)n(-c2ccccc2)c1=O	-3.6*
COC(=O)CSc1nc2c(c(=O)n(C)c(=O)n2C)n1CCC(C)C	1.4
CCN(C(=O)c1cccs1)c1nnc(-c2ccncc2)s1	1.57
O=C(O)CCC(=O)NNC(=O)CCCOc1ccc(Cl)cc1Cl	-0.622
CN(CC(=O)Nc1ccccc1C(=O)N1CCCC1)S(=O)(=O)c1ccc(Cl)cc1	0.275
O=C(NCC1CCCO1)c1ccc(COc2ccc(F)cc2)o1 (stereo not given)	0.198
COc1ccc(S(=O)(=O)N(CC(=O)N/N=C/c2cccs2)c2ccc(C)cc2)cc1OC	-6.13*
COC(=O)C1(S(=O)(=O)C2(C(=O)OC)CCCC2)CCCC1	0.578
O=C(c1ccc2snnc2c1)N1CCSCC1	1.57
CC[C@@H](C)C(NC(=O)OC(C)(C)C)c1cn([C@@H](Cc2cc3ccccc3[nH]2)C(=O)N2CCN(C(=O)OC(C)(C)C)CC2)nn1 (stereo not given in full)	-1.91

(next part)
SMILES	Cav3 T inh
O=C(COC(=O)[C@H](Cc1ccccc1)NC(=O)c1ccco1)NCc1ccccc1	0.055
Cc1cc(NC(=O)CN2CCC(n3nnc4cc(C(F)(F)F)ccc43)CC2)no1	-0.37
Cc1nnc(SCCC(C)C)[nH]c1=O	0.422
Cc1nc2sc(C(=O)O)c(N)c2c2c1COC(C)(C)C2	0.814
Cc1c(NC(=O)CSC2=C(C#N)C(c3ccccc3F)CC(=O)N2)c(=O)n(-c2ccccc2)n1C (stereo not given)	-0.504
Cc1ccc(-c2nnc(N3CCN(C(=O)CN4C(=O)c5ccccc5C4=O)CC3)c3ccccc23)cc1	0.0413
COc1ccccc1-c1nnc(NC(=O)c2ccc(S(=O)(=O)N(C)C)cc2)o1	0.566
COc1cccc(-c2nc3n(n2)C(c2cccs2)C(C(=O)Nc2cccnc2)=C(C)N3)c1 (stereo not given)	-1.06
CCOC(=O)N1CCN(C(=O)CN2C(=O)CC(C)(C)S(=O)(=O)c3ccccc32)CC1	0.495
CCOC(=O)Cn1nnnc1C(CC)N(Cc1ccccc1)Cc1cc2cc(C)ccc2[nH]c1=O (stereo not given)	-2.37
Cc1cccc(NC(=O)CC2Nc3cccc4cccc(c34)NC2=O)c1 (stereo not given)	-2.17
Cc1ccc(C2CN=NC23CCc2ccccc2C3=O)cc1 (stereo not given)	-0.931
COc1cc(CC(=O)NCCc2ccc(OCc3ccccc3)cc2)c([N+](=O)[O-])cc1OC	-0.929
CCOC(=O)c1ccc(NC(=O)C2CCN(S(=O)(=O)CC)CC2)cc1	0.819
O=C(On1c(-c2ccccc2)nc2ccccc2c1=O)c1ccco1	0.144
O=C(CN(C(=O)Cn1nnc(-c2ccccc2F)n1)c1cccc2c1CCCC2)NCc1ccccc1	-6.08*
OCCCNc1cc(-c2ccnc(Nc3cccc(Cl)c3)n2)ccn1	0.0158
COc1cc(C(CC(=O)N2CCN(c3ccccc3)CC2)c2c(OC)cc(OC)c3ccc(=O)oc23)cc(OC)c1OC (stereo not given)	-0.0676
CCCCCn1c(C(Cc2ccccc2)NC(C)=O)nc2ccccc21 (stereo not given)	-0.313
Cc1cccc(NC(=O)C23CCC(C)(/C(=N/O)C2)C3(C)C)c1 (stereo not given)	-0.0167
Cn1c(=O)oc2cc(S(=O)(=O)NC3CCCCCCC3)ccc21	0.00933
COC1CCCCC1NS(=O)(=O)c1ccccc1 (stereo not given)	-0.254
CCCCn1c(CN2CCN(C(=O)OCC)CC2)nc2c1c(=O)[nH]c(=O)n2C	1.17
COC(=O)C1CN(S(=O)(=O)c2ccc(C)cc2)CCN1S(=O)(=O)c1ccc(C)cc1 (stereo not given)	-0.36
CCOc1ccc(-n2c(N)c(C(=O)NCC3CCCO3)sc2=S)cc1 (stereo not given)	0.573

(cont.)
SMILES	Cav3 T inh
Cc1c(O)ccc(-c2[nH]ncc2-c2nc3ccccc3s2)c1O	-0.735
C[C@H](NC(=O)c1nc[nH]c1C(=O)N[C@@H](Cc1ccccc1)C(=O)OCc1ccccc1)c1ccccc1	0.0514
COc1ccc2oc(=O)c(C(C)=O)cc2c1	-0.025
CC1CCCCC1NCC(=O)Nc1ccccc1-c1ccccc1 (stereo not given)	-3.38
Cc1nnc2n(Cc3ccccc3)c(=O)c3c4c(sc3n12)COC(C(C)C)C4 (stereo not given)	-0.356
CC1(C)Cc2c(C#N)c(SCc3nc4ccccc4[nH]3)nc(N3CCOCC3)c2CO1	-1.98
Cc1ccc(C)c(-n2c(CNC(=O)c3ccco3)nnc2SCC(=O)Nc2nnc(C)s2)c1	0.388
Cc1ccccc1Sc1ncnc2onc(C)c12	-0.0704
Cc1ccc(NC(=O)C2CCCN(S(=O)(=O)c3cnc[nH]3)C2)c(Br)c1 (stereo not given)	0.829
O=C(OCC(=O)c1c[nH]c2ccccc12)c1ccco1	0.408
c1ccc(Cn2c(CNc3nc4ccccc4n3CCN3CCCCC3)nc3ccccc32)cc1	-3.81*
CC(C)Oc1ccc(C(=O)O)c(C(=O)O)c1	-0.155
Cc1ccc(NC(=O)COC(=O)CN2CSCC2=O)cc1C	0.154
O=C1CC(N2CCN(Cc3ccc4c(c3)OCO4)CC2)C(=O)N1c1cccc(Cl)c1 (stereo not given)	1.88
CS(=O)(=O)N1CCCC(C(=O)NCCCN2CCc3ccccc3C2)C1 (stereo not given)	0.79
Cc1nc2oc(C(=O)c3ccc(Br)cc3)c(N)c2c2c1COC(C)(C)C2	0.64
Cc1cc(SCC(N)=O)nc(SCC(=O)c2ccccc2)n1	0.797
Cn1c(SCC(N)=O)nnc1C1CCN(C(=O)NCc2ccccc2)CC1	-0.181
CCOC(=O)c1c(NCC2CCCO2)c2ccccc2[nH]c1=O (stereo not given)	0.293
CCOCc1nnc(NC(=O)c2c(OC)cccc2OC)s1	0.459
COc1ccccc1C1CC(=O)Nc2cc3c(cc21)OCCO3 (stereo not given)	-0.621
CCOc1ccccc1-n1c(COc2ccccc2)nnc1SCC(N)=O	1.2
Cn1c(=O)c2c(ncn2CCCc2ccccc2)n(C)c1=O	0.755
CN(C)S(=O)(=O)c1ccc(S(=O)(=O)N(CC(=O)Nc2ccccc2)CC2CCCO2)cc1 (stereo not given)	0.404
CC(/C=C/c1cccs1)=C\C(=O)O	-0.375

Other compounds follow.
SMILES	Cav3 T inh
CCCCn1c(CN2CCN(c3cccc(Cl)c3)CC2)nc2c1c(=O)[nH]c(=O)n2C	-1.2
Cn1c(=O)n(CC(=O)OCc2ccccc2)c(=O)c2c1nc1n2CCCN1C1CCCCC1	0.0661
Cc1ccc(C)c(NC(=O)CS(=O)(=O)c2cn(C)c3ccccc23)c1	0.036
Cc1cccc(C(C)(C)C)c1OCCCCN1CCCC1	0.332
O=C(C1=C(O)C(=O)N(Cc2ccco2)C1c1ccccc1)c1cccs1 (stereo not given)	-3.37
Cc1ccccc1NC(=O)CC1SCCNC1=O (stereo not given)	-0.027
COc1ccc(S(=O)(=O)N(CCCN2CCOCC2)Cc2ccc(OC)c(OC)c2)cc1	0.442
COC(=O)C(NNc1ccccc1)(NC(=O)c1ccc(F)cc1)C(F)(F)F (stereo not given)	-1.05
COc1ccc(NC(=O)c2oc3ccc(S(=O)(=O)N4CCC5(CC4)OCCO5)cc3c2C)cc1	0.141
CC(C)c1nc(N2CCOCC2)c(C#N)c2c1CCC2	-1.59
CCCc1cc(=O)[nH]c(SCC(=O)N2CCN(c3ccc(F)cc3)CC2)n1	0.116
Cc1cc2n(n1)C(c1ccccc1)Nc1ccccc1-2 (stereo not given)	0.696
CN(CC(=O)NCCC1=CCCCC1)S(=O)(=O)c1ccc2c(c1)CCC(=O)N2	0.201
CC1(C)CC(=O)c2cnn(-c3nc4ccccc4[nH]3)c2C1	0.02
Cc1cn(S(=O)(=O)c2ccc(Br)cc2)cn1	0.894
Cc1cc(C)n(-c2nc(Nc3ccccc3C(F)(F)F)nc(-n3nc(C)cc3C)n2)n1	-3.12
CC1CC(C(F)(F)F)n2nc(C(=O)O)cc2N1 (stereo not given)	1.25
CCN(CC)CCCN1C(=O)C(=O)/C(=C(/O)c2ccc3c(c2)OCCO3)C1c1ccco1 (stereo not given)	-1.29
O=C(O)C1CC(c2ccccc2)=NO1 (stereo not given)	0.0163
CCC(C)[C@H](NC(=O)NCC1CCCO1)C(=O)OC (stereo not given in full)	0.445
CCOC(=O)N1CCC(NC(=O)Cn2c3ccccc3c3cn[nH]c(=O)c32)CC1	0.779
CN1CC(=O)N(CC(=O)Nc2ccc(F)cc2)c2ccccc2C1=O	0.00981
Cc1ccc(NC(=O)CSc2n[nH]c(-c3ccncc3)n2)cc1C	0.305
Cc1ccc(N2C(=O)CC(Sc3ncn[nH]3)C2=O)cc1 (stereo not given)	1.18
CCCc1ccc(OCc2ccc(C(=O)N3CCN(c4ccccn4)CC3)o2)c(OC)c1	-4.95*

A draw from above in order of length of the SMILES, smallest number first:
SMILES	Cav3 T inh
O=C(O)C1CC(c2ccccc2)=NO1 (stereo not given)	0.0163
Cc1ccccc1NC(=O)CC1SCCNC1=O (stereo not given)	-0.027
Cc1cccc(C(C)(C)C)c1OCCCCN1CCCC1	0.332
CC1CC(C(F)(F)F)n2nc(C(=O)O)cc2N1 (stereo not given)	1.25
Cc1cc2n(n1)C(c1ccccc1)Nc1ccccc1-2 (stereo not given)	0.696
CCC(C)[C@H](NC(=O)NCC1CCCO1)C(=O)OC (stereo not given in full)	0.445
Cc1ccc(N2C(=O)CC(Sc3ncn[nH]3)C2=O)cc1 (stereo not given)	1.18
CC1(C)CC(=O)c2cnn(-c3nc4ccccc4[nH]3)c2C1	0.02
CN1CC(=O)N(CC(=O)Nc2ccc(F)cc2)c2ccccc2C1=O	0.00981
COC(=O)C(NNc1ccccc1)(NC(=O)c1ccc(F)cc1)C(F)(F)F (stereo not given)	-1.05
CCCc1cc(=O)[nH]c(SCC(=O)N2CCN(c3ccc(F)cc3)CC2)n1	0.116
CCCc1ccc(OCc2ccc(C(=O)N3CCN(c4ccccn4)CC3)o2)c(OC)c1	-4.95*
COc1ccc(S(=O)(=O)N(CCCN2CCOCC2)Cc2ccc(OC)c(OC)c2)cc1	0.442
Cn1c(=O)n(CC(=O)OCc2ccccc2)c(=O)c2c1nc1n2CCCN1C1CCCCC1	0.0661
Cc1cc(C)n(-c2nc(Nc3ccccc3C(F)(F)F)nc(-n3nc(C)cc3C)n2)n1	-3.12
CCN(CC)CCCN1C(=O)C(=O)/C(=C(/O)c2ccc3c(c2)OCCO3)C1c1ccco1 (stereo not given)	-1.29

Three compounds out of the list above, arranged by the value under Cav3 T inh, highest first.
SMILES	Cav3 T inh
CC1(C)CC(=O)c2cnn(-c3nc4ccccc4[nH]3)c2C1	0.02
Cc1ccccc1NC(=O)CC1SCCNC1=O (stereo not given)	-0.027
CC(C)c1nc(N2CCOCC2)c(C#N)c2c1CCC2	-1.59

Other records follow:
SMILES	Cav3 T inh
Cc1ccc2c(c1)c(C)c(C)n2CC(O)CN1CCOCC1 (stereo not given)	0.854
Cc1ccc(C(=O)N/C(=C/c2ccco2)C(=O)Nc2cccc(C)c2)cc1	-0.189
COc1ccc(N2CCSC2C(=O)NN)cc1 (stereo not given)	-0.658
O=C(CCCc1nc(-c2ccc(Cl)cc2)no1)Nc1cccnc1	0.736
O=C(CCSc1ccccc1)NC1CCCC1	0.559
CC(=O)C1C(c2ccc(F)c(F)c2)NC(=O)NC1(O)C(F)(F)F (stereo not given)	-2.03
CCS(=O)(=O)N1CCN(S(=O)(=O)c2ccccc2)CC1	0.378
O=C(Cn1cc2c(n1)CCCC2)NCCCN1CCN(c2ccccc2F)CC1	-0.0369
CCOC(=O)Cn1nnnc1C(CC)N(Cc1cccs1)Cc1cc2ccc(OC)cc2[nH]c1=O (stereo not given)	-3.7*
Cn1c(CCNC(=O)c2ccccc2Cl)n[nH]c1=S	-0.111
CCCNC(=O)c1onc(CSc2ccncc2)c1C(=O)NCCC	-0.0627
CCOC(=O)c1ccc(N2C(=O)C=CC2=O)cc1	2.35
CCOc1ccc(-c2nnn(CC(=O)NCCc3c[nH]c4ccccc34)n2)cc1	-1.19
O=C(OCc1ccccc1Cl)c1ccccc1C(=O)c1ccccc1	-0.0968
COC(=O)C1=C(C(=O)OC)[C@@H]2Nc3ccccc3[C@@]23C[C@@H](C(=O)OC)N(C(=O)COCc2ccccc2)C3=N1	-2.38
COc1ccc(NC(=O)/C(Cl)=C(/Cl)S(=O)Cc2ccc(C)cc2)cn1 (stereo not given)	2.69
Cc1ccc(-n2c(SCC(=O)OC(C)C)nnc2-c2ccccn2)cc1	-0.22
COc1ccc(NC(=O)CC2SC(=Nc3ccccc3)NC2=O)c(OC)c1 (stereo not given)	-0.843
COc1ccc(NCc2cc3ccccc3[nH]c2=O)cc1	-0.28
O=C(Cn1ccsc1=NC(=O)c1ccco1)c1ccccc1	1.56
CN(CC(O)COc1ccc(S(=O)(=O)N2CCOCC2)cc1)C1CCCCC1 (stereo not given)	-0.0128
COc1ccccc1Nc1nc(C)cc(C)c1C(N)=O	0.225
